Assay outcomes (PubChem)
CRFR2-BP antag = blocks CRF-induced signaling of the CRF-BP/CRF-R2 complex | 350,000 compounds, 0.59% hits | HEK293 CRF-R2/CRF-BP, CRF-induced calcium fluorescence | inhibition, % at 11.8 µM;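 active = inhibition of the ligand-induced calcium signal above about 50% at the single tested concentration, limit read from the data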
CHRM4 agonist = CHRM4 agonism in calcium assay | P08173 | activation, % at 3 µM | CHO-K1 hM4/Gqi5, Fluo-8 calcium fluorescence; vehicle 0%, full acetylcholine response 100% | 360,000 compounds, 0.14% hits;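 active = activation above the run mean over all test wells plus 3 SD, cut at about 32% in these data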;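 also: peak over basal fluorescence ratio per well then scaled between controls; 0% = DMSO wells and 100% = acetylcholine at EC100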
CHRM4 antagonist = CHRM4 antagonism in calcium assay; CHO-hM4 cells, ACh EC80, Fluo-8 calcium fluorescence; inhibition, % at 3 µM; 360,000 compounds, 0.73% hits; P08173;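 active = inhibition above its plate's cutoff, the mean inhibition of sample wells plus 3 SD, cut at about 27% in these data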;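 also: 0% = acetylcholine EC80 with DMSO and 100% = DMSO without agonist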
IDE inh = inhibits human insulin-degrading enzyme in HEK cells; FAbetaB cleavage, fluorescence polarization; P14735; 320,000 compounds, 0.41% hits; inhibition, % at 5.59 µM;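 active = percent inhibition above the average of all tested compounds plus 3 SD, set per screening campaign, cut at about 16% in these data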;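 also: IDE supplied by intact live HEK cells; FP after avidin binding of uncleaved biotin substrate so inhibition keeps polarization high; 0% = DMSO wells and 100% = 60 µM reference IDE inhibitor Ii1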
Target sequence (P14735 whole entry, looked up): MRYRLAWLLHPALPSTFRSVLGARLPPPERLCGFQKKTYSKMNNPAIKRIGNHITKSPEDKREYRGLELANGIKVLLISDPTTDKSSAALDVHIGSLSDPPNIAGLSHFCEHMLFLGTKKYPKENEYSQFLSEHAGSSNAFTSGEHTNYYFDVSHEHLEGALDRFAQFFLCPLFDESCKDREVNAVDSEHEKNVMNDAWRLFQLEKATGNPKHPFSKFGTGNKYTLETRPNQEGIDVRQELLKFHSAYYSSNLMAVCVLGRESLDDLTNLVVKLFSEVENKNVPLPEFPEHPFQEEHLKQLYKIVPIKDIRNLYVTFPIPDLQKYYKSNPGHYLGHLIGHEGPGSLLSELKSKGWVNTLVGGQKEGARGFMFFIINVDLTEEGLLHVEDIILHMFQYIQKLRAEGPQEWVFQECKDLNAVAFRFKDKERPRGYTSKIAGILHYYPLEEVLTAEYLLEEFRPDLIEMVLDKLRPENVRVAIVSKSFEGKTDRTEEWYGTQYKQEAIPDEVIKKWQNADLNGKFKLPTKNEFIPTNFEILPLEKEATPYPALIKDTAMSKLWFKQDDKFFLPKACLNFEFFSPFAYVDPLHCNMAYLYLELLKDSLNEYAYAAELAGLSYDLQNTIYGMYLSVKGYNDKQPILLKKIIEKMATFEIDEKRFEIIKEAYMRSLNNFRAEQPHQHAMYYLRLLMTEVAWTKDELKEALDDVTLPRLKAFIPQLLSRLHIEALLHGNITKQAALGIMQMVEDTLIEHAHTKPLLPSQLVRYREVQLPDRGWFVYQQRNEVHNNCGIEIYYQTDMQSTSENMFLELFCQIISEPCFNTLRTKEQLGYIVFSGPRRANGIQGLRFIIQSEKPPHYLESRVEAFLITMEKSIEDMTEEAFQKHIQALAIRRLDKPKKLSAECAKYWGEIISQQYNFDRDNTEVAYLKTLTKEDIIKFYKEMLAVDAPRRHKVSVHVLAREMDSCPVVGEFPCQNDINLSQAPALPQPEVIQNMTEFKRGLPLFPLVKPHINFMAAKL
CHRM4 PAM = positive allosteric modulators of human muscarinic M4 receptor | P08173 | CHO-K1 hM4/Gqi5, Fluo-8 calcium fluorescence, ACh EC20; 0% = ACh EC20, 100% = maximal ACh | activation, % at 3 µM | 360,000 compounds, 0.4% hits | AID 624126;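 active = activation above its plate's cutoff, the mean activation of sample wells plus 3 SD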; also: some results filed as inactive read as strong as hits
CHRM5 antagonist = blocks acetylcholine activation of human M5 receptor. P08912. CHO-hM5 cells, Fluo-8 calcium fluorescence, ACh EC80. inhibition, % at 3 µM. 360,000 compounds, 0.59% hits. AID 624040;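 active = inhibition above a per-plate cutoff, the mean of that plate's test compounds plus 3 SD, cut at about 27% in these data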;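 also: 0% = acetylcholine EC80 with DMSO and 100% = DMSO without agonist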
CRFR2-BP ag = agonists of human CRF-binding protein/CRF-R2 receptor complex | HEK293 CRF-R2/CRF-BP, calcium dye fluorescence (FLIPR); percent of saturating CRF peptide response | activation, % at 13.2 µM | 350,000 compounds, 0.46% hits;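 active = activation of at least 50%, plus an integration ratio under a set limit after plate pattern correction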;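 also: plate controls were neutral control wells without compound for no effect and CRF at EC100 for full effect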
M5 PAM = potentiates acetylcholine response at human M5 receptor; P08912; CHO-K1 hM5, Fluo-8 calcium, ACh EC20 PAM; 0% = ACh EC20, 100% = ACh EC100; activation, % at 3 µM; 360,000 compounds, 0.3% hits; AID 624038;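 active = activation above the run cutoff, the mean activation of all test compounds plus 3 SD, cut at about 18% in these data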
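Probe or stimulus: acetylcholine, EC20 level; Assay system: human M5 receptor in CHO-K1 cells; Schedule: compound preincubation 140 s before EC20 acetylcholine addition; Technique: intracellular calcium via Fluo-8 fluorescence; Dosing: single-point, 3 µM nominal; Read-out basis: percent activation from peak-over-basal fluorescence ratio, scaled EC20-to-EC100 acetylcholine; Repeats: one well per compound, no replicates.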
M5 ag = CHRM5 agonism in calcium assay. activation, % at 3 µM. P08912. CHO-K1 hM5 cells, Fluo-8 calcium fluorescence; 0% DMSO wells, 100% maximal acetylcholine response. 360,000 compounds, 0.19% hits;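 active = activation above the run's mean over test compounds plus 3 SD, cut at about 23% in these data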;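 also: signal is peak over basal fluorescence ratio across the kinetic read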
* = called active by the depositor; . = no result given. The list is partial; count on the stated rates, not on these rows.

nr	Structure	CRFR2-BP antag	CHRM4 agonist	CHRM4 antagonist	IDE inh	CHRM4 PAM	CHRM5 antagonist	CRFR2-BP ag	M5 PAM	M5 ag
1	Cc1nn(Cc2ccccc2Cl)c(Cl)c1C(=O)OCC(=O)NC(=O)NC1CCCCC1	-10	0	2	3	5	10	-0.8	-5	3
2	CCOC(=O)[C@]12Cc3cc(Cl)ccc3[C@H]1N(CC(=O)OC)C(=O)c1ccccc12	.	1	9	.	1	5	.	7	15
3	O=C(O)COc1ccccc1	16	2	-6	-1	12	-4	0.1	3	1
4	Cc1cccc(-n2c(O)c(/C=N/N3CCOCC3)c(=O)[nH]c2=S)c1	6	0	2	6	2	2	-0.2	-2	-4
5	CC(C(N)=O)N1CC(c2ccc(Cl)cc2)CC1=O (stereo not drawn)	3	3	-12	-1	20	-7	1.0	4	-5
6	N/C(=N\[N+](=O)[O-])N1CCN(C(=O)Oc2ccccc2)CC1	-9	0	-1	-5	-2	2	-0.5	1	-2
7	Cc1ccc(N2C(=O)NC(=O)/C(=C/c3ccoc3)C2=O)cc1	-13	2	14	.	3	5	11	2	15
8	COc1ccc(C2(C#N)CCN(C)CC2)cc1	-19	1	8	5	8	-1	0.3	0	-4
9	CCCCn1c(O)c(/C=N/NC(=O)c2ccncc2)c(=O)[nH]c1=S	-28	0	-6	1	-5	-7	4.1	11	6
10	CC(=O)Nc1ccc(OCCF)cc1	-6	1	-5	3	4	-19	-1.6	14	0
11	Cc1c(C)c2ccc(OCC(=O)N3CCC(C(=O)O)(c4ccccc4)CC3)c(C)c2oc1=O	8	1	0	-1	1	2	-2.2	-2	1
12	Cc1cccc(-n2c(C)nc3ccccc3c2=O)n1	4	0	5	3	2	-6	2.3	3	-3
13	c1ccc2c(c1)CN(Cc1ccc3c(c1)OCO3)Cc1cnnn1-2	-1	0	-12	.	4	2	2.7	-1	-2
14	O=C1CN=C(c2ccccc2)c2c(sc3c2CCCC3)N1	-4	-1	4	0	-8	4	-1.2	0	0
15	CC(=NCCCn1ccnc1)c1c(O)n(C)c(=O)n(C)c1=O	-15	1	-7	3	6	-1	-1.6	1	2

From entry 10 up to 13, copied from above:
nr	Structure	CRFR2-BP antag	CHRM4 agonist	CHRM4 antagonist	IDE inh	CHRM4 PAM	CHRM5 antagonist	CRFR2-BP ag	M5 PAM	M5 ag
10	CC(=O)Nc1ccc(OCCF)cc1	-6	1	-5	3	4	-19	-1.6	14	0
11	Cc1c(C)c2ccc(OCC(=O)N3CCC(C(=O)O)(c4ccccc4)CC3)c(C)c2oc1=O	8	1	0	-1	1	2	-2.2	-2	1
12	Cc1cccc(-n2c(C)nc3ccccc3c2=O)n1	4	0	5	3	2	-6	2.3	3	-3
13	c1ccc2c(c1)CN(Cc1ccc3c(c1)OCO3)Cc1cnnn1-2	-1	0	-12	.	4	2	2.7	-1	-2

New compounds follow:
nr	Structure	CRFR2-BP antag	CHRM4 agonist	CHRM4 antagonist	IDE inh	CHRM4 PAM	CHRM5 antagonist	CRFR2-BP ag	M5 PAM	M5 ag
16	Cc1nn(CCC#N)c2c1P(=S)(N1CCCC1)OC(c1ccc(F)cc1)=N2 (stereo not drawn)	1	0	6	-1	-3	9	0.8	-3	3
17	Cc1ccc2[nH]c(C)c(CCNCc3cccnc3)c2c1	4	0	-2	3	4	-2	-0.4	2	-6
18	COc1ccc(OC)c(NC2=NCCS2)c1	-36	4	-5	2	-1	16	1.2	-5	-16
19	O=C(CCNC(=O)N1C[C@H]2C[C@@H](C1)c1cccc(=O)n1C2)Nc1cccc(Cl)c1	-16	1	1	-3	-1	10	-2.1	-3	1
20	O=C(N/N=C/c1c(O)n(Cc2ccccc2)c(=O)[nH]c1=O)c1ccncc1	-12	0	9	-5	-5	8	0.5	4	0
21	O=c1c2ccccc2nc(/C=C/c2ccccc2)n1-c1ccccc1O	-12	9	-2	-3	-6	9	-0.8	-10	-3
22	Cc1ccc2c(c1)Oc1ccccc1N=C2	65*	-1	0	.	-5	-3	0.8	5	1
23	OC(c1ccccc1)(c1ccc(Cl)cc1)C1CN2CCC1CC2 (stereo not drawn)	-14	9	44*	4	-55	60*	1.9	-32	-18
24	O=[N+]([O-])c1cccc(CCl)c1	11	1	-1	8	16	2	1.1	-2	4
25	c1ccc(C[n+]2ccccc2)cc1	-1	1	-2	-2	7	0	-1.6	10	-4
26	O=c1[nH]c(=O)n(CCC2=CCCCC2)c(O)c1/C=N/N1CCOCC1	-6	0	2	4	-19	13	0.3	-12	1
27	CNC(C(=O)c1ccccc1)C(OC(C)C)c1ccc(Cl)cc1 (stereo not drawn)	8	1	-5	0	3	1	-6.7	0	-2
28	CCCCSP1(=S)NCCCO1 (stereo not drawn)	1	0	12	3	6	-4	-2.0	4	0
29	CC(N)C(=O)OC(C)(C)Cc1ccc(Cl)cc1 (stereo not drawn)	32	4	-4	0	1	-8	-0.6	-4	2
30	CCn1ccnc1CN1CCCC(C(=O)c2cccc(C(F)(F)F)c2)C1 (stereo not drawn)	-1	3	47*	-6	-20	1	-1.0	-11	-9
31	CCN(CC)C(=O)c1ccc2c(c1)C1C=CCC1C(C(=O)O)N2 (stereo not drawn)	-2	12	3	.	-12	10	1.7	-7	0
32	CC(C)(C)C(=O)N1Cc2cc(-c3ccccc3)ccc2-n2nncc2C1	.	2	-24	.	1	-13	.	3	0
33	Cc1nn(Cc2ccccc2)c(C)c1C(=O)NC1CCCc2ccccc21 (stereo not drawn)	45	5	4	3	15	-10	-0.7	5	-2
34	Nc1nonc1C(=O)N/N=C/c1ccc([N+](=O)[O-])o1	-7	0	-8	4	10	8	2.0	2	-3
35	CCN(CC)c1ccc(CNCCc2ccc(F)cc2)cc1	-8	5	-8	0	-20	1	-2.2	2	-12
36	CCOC(=O)C1(c2ccccc2)CCN(CCC(=O)Nc2ccc(OC)cc2)CC1	-6	4	-6	.	-5	1	1.9	-4	-2
37	NP(=O)(OCC(F)(F)F)Oc1cccc2ccccc12 (stereo not drawn)	7	1	0	-1	5	6	-0.6	-4	0
38	CN(c1ccccc1)c1ccc([N+](=O)[O-])c2nonc12	1	5	-5	6	3	9	-4.2	-3	1
39	CCOP(=O)(OCC)C(NC(=O)c1cccc([N+](=O)[O-])c1)C(Cl)(Cl)Cl (stereo not drawn)	-10	1	-10	-5	-5	1	0.9	3	3
40	O=C(O)CCn1cc(C=C2C(=O)NC(=O)NC2=O)c(-c2cc3ccccc3oc2=O)n1	4	2	-7	1	-5	2	0.6	2	-1
41	Cc1ccc(N/N=C/c2c(O)n(-c3ccccc3)c(=O)[nH]c2=O)cc1	2	2	-3	-2	7	3	-3.0	-1	4
42	CC1([N+](=O)[O-])COP(=O)(NC2CCCC2)OC1 (stereo not drawn)	3	1	-4	.	4	12	1.0	-6	0
43	c1ccc2sc(NC3=NCCN3)nc2c1	-18	2	8	0	3	-3	-1.0	1	-2
44	O=C(C(=O)N1CCOCC1)c1cn(Cc2ccc(F)cc2)c2ccccc12	-9	1	1	-4	-2	6	-0.8	-1	-5
45	CCC(C)n1c(O)c(C(c2ccccn2)c2c(O)n(C(C)CC)c(=S)[nH]c2=O)c(=O)[nH]c1=S (stereo not drawn)	34	1	3	-3	-4	3	-1.0	0	2
46	O=C(C1CC(c2ccccc2O)=NO1)N1CCC2(CC1)OCCO2 (stereo not drawn)	-16	3	-25	3	11	-8	3.3	1	-2
47	CCOC(=O)[C@]12Cc3ccccc3[C@H]1N(CCC(=O)OC)C(=O)c1cc(OC)ccc12	.	0	5	.	15	-21	.	11	0
48	COc1cccc(CCNCc2ccc(SC)cc2)c1	-12	3	-18	3	11	-1	0.5	4	-4
49	O=C1CN=C(c2ccc(Cl)cc2)c2oc3ccccc3c2N1	-2	0	3	0	-4	2	-1.3	3	4
50	Cc1nc2ccccc2c(=O)n1-c1ccccc1C(F)(F)F	9	2	-5	5	17	-5	-1.2	0	-1
51	C[C@]12CC[C@H](O)C[C@@H]1CC[C@@H]1[C@@H]2CC[C@]2(C)[C@@H](C(=O)O)C[C@@H]12	0	1	-4	0	7	-5	0.0	12	3
52	CCCCc1nc2ccccc2c(=O)n1-c1ccc(O)cc1	-11	2	-4	2	-3	-4	4.5	7	-3
53	COCCCNC(=O)Cn1cc(/C=C2\C(=O)NC(=O)N(c3ccccc3F)C2=O)c2ccccc21	-33	1	6	-4	-9	12	46	0	-2
54	O=P1(NC2CCCC2)COc2ccccc2OC1	-7	0	-3	-1	1	0	3.1	1	0
55	O=C(CN1CCCCC1)c1ccc(F)cc1	5	1	-14	-3	11	0	0.7	3	-6
56	CNC(=O)Oc1c(C)[nH]ccc1=O	10	1	2	.	3	1	-1.4	0	0
57	CCOC(=O)C1=C(N)Oc2cc(C)oc(=O)c2C12C(=O)N1c3c(cc(OC)cc32)C(C)=CC1(C)C (stereo not drawn)	4	0	14	0	-3	3	-4.2	4	0
58	O=C1NCN(c2ccccc2)C12CCN(C(CCc1ccccc1)c1nnnn1C1CCCCC1)CC2 (stereo not drawn)	.	4	12	.	-9	9	.	2	5
59	Cc1ccc2cccc(OC(=O)N3CCCC3)c2n1	-33	0	4	-2	2	-8	1.8	1	0
60	ON1C2CCCCC2N(O)C1c1ccccc1 (stereo not drawn)	3	1	-4	6	7	-3	-1.0	-1	1

The closing two compounds of the section above are carried over, then new ones follow.
nr	Structure	CRFR2-BP antag	CHRM4 agonist	CHRM4 antagonist	IDE inh	CHRM4 PAM	CHRM5 antagonist	CRFR2-BP ag	M5 PAM	M5 ag
59	Cc1ccc2cccc(OC(=O)N3CCCC3)c2n1	-33	0	4	-2	2	-8	1.8	1	0
60	ON1C2CCCCC2N(O)C1c1ccccc1 (stereo not drawn)	3	1	-4	6	7	-3	-1.0	-1	1
61	CC(C)C[C@H](NP(=O)(O)O[C@@H]1O[C@@H](C)[C@H](O)[C@@H](O)[C@H]1O)C(=O)N[C@@H](Cc1c[nH]c2ccccc12)C(=O)O	17	4	10	3	-8	4	-0.9	-4	0
62	O=C(O)Cn1cc(/C=C2\C(=O)NC(=O)N(Cc3ccco3)C2=O)c2ccccc21	-2	1	7	8	-1	8	6.0	-1	2
63	O=c1[nH]c2ccccc2n1C1CCN(C(c2nnnn2C2CCCC2)C2CC2)CC1 (stereo not drawn)	.	19	1	.	-11	10	.	-19	10
64	COc1c(O)ccc2c1-c1c3c(cc4c1C(C2)N(C)CC4)OCO3 (stereo not drawn)	1	-1	-12	0	8	6	4.1	8	0
65	CC(C)n1cc(C(=O)N(CC(=O)NC2CCCC2)Cc2ccccc2)cn1	-5	1	-6	-2	6	-2	-1.9	-2	0
66	O=C(CN1CCCCC1)c1ccc2c(c1)OCO2	3	1	7	5	-5	4	-1.8	-1	-3
67	CN(C)S(=O)(=O)c1cc(C(=O)N2CCC(C(=O)O)(c3ccccc3)CC2)ccc1Cl	-4	0	-25	1	-3	15	3.7	-4	-4
68	CC(=O)OC1CC2OC3C=C(C)CCC3(C)C1(C)C21CO1 (stereo not drawn)	.	0	-6	.	0	-7	.	4	2
69	CCC(=NCC1CCCO1)c1c(O)n(-c2ccccc2C)c(=O)[nH]c1=O (stereo not drawn)	2	1	-1	-1	-1	5	-0.5	-2	0
